Pf Dd2 growth = inhibitors of Plasmodium falciparum Dd2 growth; P. falciparum Dd2 growth, SYBR Green, 72 h; active compounds read low; activity change, % at 10 µM; 2.3% of 94,000 active; AID 1159554; in the data active = activity change below about -80%
C diff growth = blocks growth of Clostridium difficile. Clostridium difficile clinical isolate growth, OD600, 24 h; active compounds read low. growth activity, negative = inhibition, % at 16 µg/mL (by protocol). 0.25% of 86,000 active;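 active = mean growth activity at or below -80% and every replicate also at or below -80%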;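 note: 0% = DMSO wells and -100% = levofloxacin 16 µg/mL wells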
GASC1 inh = inhibitors of human demethylase GASC-1 KDM4C; AID 720574; inhibition, % at 12.5 µM; 0.15% of 96,000 active; Q9H3R0; GST-KDM4C 2-372, H3K9me3 peptide, LANCE TR-FRET;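 active = mean replicate inhibition above about 25%, with at least 55% of replicates also reaching it, limit read from the data, passing the limit was not always enough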
Target sequence (Q9H3R0 2-372 limits assumed): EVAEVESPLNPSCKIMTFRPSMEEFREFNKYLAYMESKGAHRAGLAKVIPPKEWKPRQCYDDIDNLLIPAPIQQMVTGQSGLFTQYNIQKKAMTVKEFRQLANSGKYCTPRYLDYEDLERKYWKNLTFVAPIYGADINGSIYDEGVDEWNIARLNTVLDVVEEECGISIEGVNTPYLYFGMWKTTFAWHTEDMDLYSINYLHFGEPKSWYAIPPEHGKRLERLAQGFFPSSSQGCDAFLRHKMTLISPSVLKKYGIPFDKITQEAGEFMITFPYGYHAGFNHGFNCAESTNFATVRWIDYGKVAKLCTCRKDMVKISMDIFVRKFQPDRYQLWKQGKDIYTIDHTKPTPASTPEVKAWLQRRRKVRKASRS
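Test system – GST-tagged GASC-1 (JMJD2C) catalytic fragment, aa 2-372 · Medium – HEPES buffer, pH 7.5, plus ascorbate · Reagent – H3K9me3 peptide with Fe(II)/2OG · Compound – one test concentration per compound · Timing – 30 min reaction, 60 min detection, RT · Technique – TR-FRET with Eu antibody and ULight streptavidin, EDTA stop · Read-out basis – inhibition from TR-FRET ratio decrease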
Tcruzi prolif = T. cruzi proliferation inhibition; T. cruzi beta-gal in NIH3T3, GalScreen luminescence, 90 h; inhibition, % at 8.34 µM; 5.9% of 77,000 active;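 active = mean inhibition above about 93%, with at least 55% of replicates each passing it, limit read from the data, passing the limit was not always enough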
An asterisk follows results filed as active; · = no result given; & = joins results of further samples.

Compound	Pf Dd2 growth	C diff growth	GASC1 inh	Tcruzi prolif
C[C@@H]1CN([C@@H](C)CO)C(=O)Cc2cc(NS(C)(=O)=O)ccc2O[C@@H]1CN(C)Cc1ccc(C(F)(F)F)cc1	-29	-5	0.2	70
C[C@@H]1CCCCO[C@H](CN(C)Cc2ccc3c(c2)OCO3)[C@@H](C)CN([C@H](C)CO)C(=O)c2cc(NS(=O)(=O)c3ccc(Cl)cc3)ccc2O1	-24	·	-0.6	27
CCC(=O)Nc1ccc2c(c1)C(=O)N(C)C[C@H](OC)[C@@H](C)CN(C(=O)c1ccc(F)cc1)[C@H](C)CO2	-1	·	-0.5	-10
CCCC#Cc1ccc2c(c1)O[C@@H](CN(C)Cc1cccnc1)[C@@H](C)CN([C@H](C)CO)S2(=O)=O	15	5	1.5	109*
C[C@H]1CN([C@@H](C)CO)C(=O)c2cc(C#CC3(O)CCCC3)cnc2O[C@H]1CN(C)Cc1cncnc1	24	6	-0.7	7
CCCNC(=O)N1C[C@@H]2[C@H](c3ccccc31)[C@H](CO)N2Cc1cccc(OC)c1	4	13	0.4	70
C[C@@H]1CN([C@H](C)CO)C(=O)c2cccc(NS(C)(=O)=O)c2O[C@@H]1CN(C)S(C)(=O)=O	10	2	0.7	66
CO[C@@H]1CN(C)C(=O)c2ccc(NC(=O)c3ccc(-c4ccccc4)cc3)cc2OC[C@@H](C)NC[C@@H]1C	-86*	53	-2.0	·
Cc1noc(C)c1NC(=O)N(C)C[C@H]1Oc2c(NS(=O)(=O)c3ccc(Cl)cc3)cccc2C(=O)N([C@@H](C)CO)C[C@@H]1C	10	-1	-0.2	8
O=C(C[C@H]1C[C@H]2c3cc(NC(=O)Nc4ccc(F)cc4)ccc3O[C@H]2[C@@H](CO)O1)NCC1CC1	16	-4	1.0	0
COc1ccc(CN(C)C[C@@H]2Oc3ccc(NS(C)(=O)=O)cc3CC(=O)N([C@@H](C)CO)C[C@H]2C)cc1	4	1	-0.2	39
O=C(NCC[C@@H]1CC[C@H](NC(=O)C2CCC2)[C@@H](CO)O1)c1cc(Cl)cc(Cl)c1	35	-5	13	·
O=C(C[C@@H]1CC[C@@H](NC(=O)c2ccncc2)[C@@H](CO)O1)Nc1ccc(-c2ccccc2)cc1	-22	-10	-0.7	·
O=C(NC1CCCC1)N1CC(=O)N2[C@H](CO)[C@H](c3ccc(-c4ccncc4)cc3)[C@@H]2C1	15	2	-1.0	·
CCC(=O)N[C@H]1C=C[C@H](CC(=O)NCc2cc(F)cc(F)c2)O[C@H]1CO	13	·	0.6	-37
CO[C@H]1CN(C)C(=O)c2cc(NC(=O)Nc3ccccc3)ccc2OC[C@@H](C)N(C(=O)CC2CC2)C[C@H]1C	-13	·	0.6	2
O=S(=O)(Cc1ccccc1)NCC[C@@H]1CC[C@H](NS(=O)(=O)c2ccc(F)cc2)[C@@H](CO)O1	-11	-2	-1.9	-19
CN(C)CCCNC(=O)[C@H]1[C@H](CO)[C@H]2Cn3c(ccc(-c4ccccc4)c3=O)[C@@H]1N2C	12	1	1.3	5
C[C@@H]1CCCCO[C@H](CN(C)S(=O)(=O)c2ccc(F)cc2)[C@@H](C)CN([C@@H](C)CO)C(=O)c2cc(NC(=O)Nc3ccc(F)cc3)ccc2O1	-66	-6	0.4	100*
C[C@H](CO)N1C[C@H](C)[C@@H](CN(C)CC2CCOCC2)Oc2ncc(C#Cc3ccccn3)cc2C1=O	27	-1	3.5	46
CO[C@H]1CN(C)C(=O)c2ccc(NC(=O)c3nc4ccccc4s3)cc2OC[C@@H](C)NC[C@@H]1C	-37	·	-0.7	-48
CCNC(=O)C[C@H]1CC[C@H]2[C@H](COc3ccc(NC(=O)Cc4ccccc4)cc3C(=O)N2C)O1	0	4	-1.4	3
O=C(c1cccc(F)c1)N1CC[C@@H]2[C@H](CO)Nc3ccc(C#Cc4ccccc4)cc3[C@@H]21	-70	0	-0.3	·
C[C@H](O)C#Cc1ccc([C@@H]2[C@@H](CO)N3CCCCN(S(=O)(=O)Cc4ccccc4)C[C@@H]23)cc1	-40	-4	0.9	54
COc1ccc(NC(=O)N(C)C[C@H]2OCCCC[C@H](C)Oc3ccc(NC(=O)CCCN(C)C)cc3C(=O)N([C@H](C)CO)C[C@@H]2C)cc1	19	-9	5.6	-28
N#C[C@H]1[C@@H](c2ccc(/C=C/c3ccccc3)cc2)[C@@H](CO)N1C(=O)Cc1ccccn1	11	-1	3.2	-8
C[C@@H]1CN([C@@H](C)CO)C(=O)c2cc(NC(=O)Nc3ccccc3)ccc2O[C@H]1CN(C)Cc1ccc2c(c1)OCO2	-12	-3	3.8	-24
Cc1noc(C)c1NC(=O)N1C[C@@H](O)COC[C@H]2O[C@H](CC(=O)NCC3CCCCC3)CC[C@@H]21	5	5	-0.2	11
CC(=O)N(C)C[C@@H]1Oc2cc(C#Cc3cccnc3)ccc2S(=O)(=O)N([C@H](C)CO)C[C@H]1C	-4	1	-2.1	33
O=C(N[C@@H]1CC[C@@H](CCNS(=O)(=O)c2ccc(F)cc2)O[C@H]1CO)C1CC1	-2	-2	-2.8	·
C[C@H](CO)N1C[C@H](C)[C@H](CN(C)Cc2ccc(C(=O)O)cc2)Oc2ccc(NS(=O)(=O)c3cn(C)cn3)cc2CC1=O	30	-4	1.1	7
CC(C)NC(=O)N(C)C[C@@H]1Oc2ccc(NS(=O)(=O)c3cn(C)cn3)cc2C(=O)N([C@H](C)CO)C[C@H]1C	-2	-1	4.2	-60
CC(C)NC(=O)N(C)C[C@H]1Oc2ccc(NC(=O)Nc3cccc4ccccc34)cc2C(=O)N([C@@H](C)CO)C[C@H]1C	13	-9	-0.3	27
O=C(C[C@H]1CC[C@@H]2[C@H](COC[C@H](O)CN2C(=O)c2ccncc2)O1)NCc1cc(F)cc(F)c1	11	·	-1.6	9
O=C1N[C@@H](c2ccccc2)COCn2nncc2CC[C@@H]1Cc1ccccc1	·	-2	-0.3	·
CN(C)CCCNC(=O)C[C@H]1CC[C@H](NS(=O)(=O)c2ccc(F)cc2)[C@@H](CO)O1	5	-2	2.3	-16
COC(=O)C[C@@H]1CC[C@H]2[C@@H](COC[C@@H](O)CN2S(=O)(=O)c2cn(C)cn2)O1	23	1&0	0.5	23
CO[C@@H]1CN(C)C(=O)c2cc(NS(C)(=O)=O)ccc2OC[C@H](C)NC[C@@H]1C	-3	-3	0.3	·
Cc1ccc(S(=O)(=O)N2C[C@H](O)COC[C@@H]3O[C@@H](CC(=O)NCC4CCCCC4)CC[C@H]32)cc1	-17	·	·	5
O=C(N[C@@H]1CC[C@H](CCNS(=O)(=O)Cc2ccccc2)O[C@@H]1CO)c1ccc2c(c1)OCO2	-12	·	0.4	-11
C[C@H]1CN([C@@H](C)CO)S(=O)(=O)c2ccc(-c3ccccc3)cc2O[C@@H]1CN(C)C(=O)CC1CC1	-8	-3	0.4	71
C[C@@H]1CN([C@@H](C)CO)C(=O)c2cc(-c3cccc(C(=O)N(C)C)c3)cnc2O[C@H]1CN(C)C(=O)Cc1ccccn1	3	3	2.7	1
CC(C)NC(=O)Nc1ccc2c(c1)CC(=O)N([C@@H](C)CO)C[C@@H](C)[C@H](CN(C)Cc1ccc(Cl)c(Cl)c1)O2	-82*	4&-8	0.5	·
CO[C@@H]1CN(C)C(=O)c2cc(NC(C)=O)ccc2OC[C@@H](C)N(C(=O)c2ccccc2F)C[C@@H]1C	1	·	0.5	-2
CN1CCN(C(=O)C[C@H]2C[C@@H]3c4cc(NC(=O)CC5CC5)ccc4O[C@@H]3[C@H](CO)O2)CC1	6	3	-1.6	-3
C[C@@H]1CN([C@H](C)CO)C(=O)c2cc(NS(=O)(=O)c3ccc(F)cc3)ccc2O[C@H]1CN(C)Cc1ccncc1	4	0	-0.3	49
COc1cccc(-c2cn(CC[C@@H]3CC[C@H](NS(=O)(=O)Cc4ccccc4)[C@H](CO)O3)nn2)c1	-60	·	-1.5	62
C[C@@H](NC(=O)C[C@H]1CC[C@H]2[C@@H](COC[C@@H](O)CN2C(=O)Nc2cc(Cl)cc(Cl)c2)O1)c1ccccc1	6	·	-2.4	-34
C[C@H](CO)N1C[C@H](C)[C@@H](CN(C)S(=O)(=O)c2ccc(F)cc2)Oc2ccc(NS(C)(=O)=O)cc2CC1=O	9	-5	-0.4	8
CCCN1[C@@H]2c3ccc(-c4cccc(F)c4)c(=O)n3C[C@@H]2[C@@H](CO)[C@@H]1C(=O)N[C@H](C)c1ccccc1	·	-5	7.7	-10

An excerpt of these results, as labelled records:
> CO[C@@H]1CN(C)C(=O)c2cc(NS(C)(=O)=O)ccc2OC[C@H](C)NC[C@@H]1C
  Pf Dd2 growth: -3; C diff growth: -3; GASC1 inh: 0.3; Tcruzi prolif: ·

> Cc1ccc(S(=O)(=O)N2C[C@H](O)COC[C@@H]3O[C@@H](CC(=O)NCC4CCCCC4)CC[C@H]32)cc1
  Pf Dd2 growth: -17; C diff growth: ·; GASC1 inh: ·; Tcruzi prolif: 5

(list continues)
Compound	Pf Dd2 growth	C diff growth	GASC1 inh	Tcruzi prolif
C/C=C/c1ccc([C@@H]2[C@@H](CO)N3C(=O)CN(Cc4ccccc4)C[C@H]23)cc1	34	1	4.1	·
O=C(C[C@H]1C[C@H]2c3cc(NC(=O)CC4CC4)ccc3O[C@H]2[C@H](CO)O1)NCc1ccccn1	10	0	-0.4	13
C[C@H]1CN([C@@H](C)CO)C(=O)Cc2cc(NC(=O)C3CCCCC3)ccc2O[C@H]1CN(C)Cc1ccc2c(c1)OCO2	-7	0	-0.5	54
CO[C@@H](CN(C)Cc1ccc2c(c1)OCO2)[C@H](C)CN(C(=O)Nc1ccc(F)cc1)[C@@H](C)CO	-25	·	-1.0	-43
CN1C(=O)c2cc(NC(=O)Cc3cccs3)ccc2OC[C@@H]2O[C@H](CC(=O)NCC3CCCCC3)CC[C@@H]21	-22	3	1.3	26
Cc1noc(C)c1NC(=O)N(C)C[C@H]1OCCCC[C@H](C)Oc2ccc(NC(=O)Cc3ccccc3)cc2C(=O)N([C@@H](C)CO)C[C@H]1C	22	2	0.6	-12
C[C@H]1CN([C@@H](C)CO)C(=O)Cc2cc(NS(=O)(=O)c3cn(C)cn3)ccc2O[C@@H]1CN(C)C(=O)Nc1cccc2ccccc12	10	-6	1.0	-28
C[C@@H]1CCCCO[C@H](CN(C)CC2CCCCC2)[C@H](C)CN([C@@H](C)CO)C(=O)c2cc(NC(=O)C3CCCCC3)ccc2O1	-50	-5	-1.0	22
Cc1noc(C)c1S(=O)(=O)Nc1cccc2c1O[C@@H](CN(C)C(=O)Nc1cccc3ccccc13)[C@@H](C)CN([C@H](C)CO)C2=O	-53	2	-0.1	·
C[C@H](CO)N1C[C@H](C)[C@H](CN(C)C(=O)Nc2ccc3c(c2)OCO3)Oc2ccc(NS(=O)(=O)c3cccs3)cc2C1=O	12	·	1.9	4
C[C@@H]1CCCCO[C@H](CN(C)S(=O)(=O)c2cccs2)[C@H](C)CN([C@H](C)CO)C(=O)c2cc(NC(=O)CCCN(C)C)ccc2O1	-51	-4	1.0	43
CNC[C@H]1Oc2c(NS(=O)(=O)c3c(C)noc3C)cccc2C(=O)N([C@H](C)CO)C[C@H]1C	21	1	17	-170
Cc1ccc(-c2ccc3c(c2)O[C@H](CN(C)Cc2cccc(C(=O)O)c2)[C@H](C)CN([C@@H](C)CO)S3(=O)=O)cc1	-46	-3	9.1	18
CCCC#Cc1ccc2c(c1)O[C@@H](CN(C)C)[C@H](C)CN([C@@H](C)CO)S2(=O)=O	18	2	0.2	51
Cc1ccc(S(=O)(=O)N(C)C[C@H]2Oc3ccc(NC(=O)CCCN(C)C)cc3C(=O)N([C@H](C)CO)C[C@H]2C)cc1	46	4	1.3	-6
C[C@H]1CN([C@@H](C)CO)C(=O)c2cc(-c3ccccc3)cnc2O[C@@H]1CN(C)C(=O)c1ccccc1F	-4	-1	0.6	·
O=C(C[C@@H]1C=C[C@@H](NC(=O)Nc2ccc3c(c2)OCO3)[C@@H](CO)O1)NCc1ccc(Cl)cc1	15	·	-1.2	6
COc1cccc(C(=O)Nc2ccc3c(c2)OC[C@@H](C)N(CC2CC2)C[C@@H](C)[C@H](OC)CN(C)C3=O)c1	-40	-2	2.4	13

Arranged by SMILES length (low to high): 3 of the compounds above
Compound	Pf Dd2 growth	C diff growth	GASC1 inh	Tcruzi prolif
O=C(C[C@H]1C[C@H]2c3cc(NC(=O)CC4CC4)ccc3O[C@H]2[C@H](CO)O1)NCc1ccccn1	10	0	-0.4	13
C[C@@H]1CCCCO[C@H](CN(C)CC2CCCCC2)[C@H](C)CN([C@@H](C)CO)C(=O)c2cc(NC(=O)C3CCCCC3)ccc2O1	-50	-5	-1.0	22
Cc1noc(C)c1S(=O)(=O)Nc1cccc2c1O[C@@H](CN(C)C(=O)Nc1cccc3ccccc13)[C@@H](C)CN([C@H](C)CO)C2=O	-53	2	-0.1	·

High-throughput results from PubChem BioAssay.
